Screens: PubChem BioAssay, several laboratories
DNA FID counter: compounds displacing fluorescent DNA intercalator, primary screen, artefact control for HCV NS3 helicase inhibitor project, biochemical, FID fluorescence; DNA fluorescent intercalator displacement; inhibition, % at 7.9 µM; 290,000 tested, 0.17% active; AID 1845, 2009; in the data active means inhibition above about 37%;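 further: 0% = vehicle and 100% = reference compound; higher means more ethidium bromide displaced from hairpin DNA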
MEKK2wt PB1 HTS: modulators of MEK5 binding to wildtype MEKK2, primary screen, biochemical, multiplex bead flow cytometry, Alexa488-MEK5. Mitogen-activated protein kinase kinase kinase 2 (Homo sapiens), Q9Y2U5. Alexa488-MEK5 binding to MEKK2 WT; actives lie on both sides. binding response (% of control), % at 10 µM. 290,000 tested, 1.1% active. AID 1531, 2009; in the data active means binding response below about 67% or above about 130%
MEKK2mut PB1 HTS: MEK5 binding signal on mutant MEKK2 PB1, primary screen, biochemical, multiplex bead flow cytometry, Alexa488-MEK5; Alexa488-MEK5 binding to MEKK2 mutant; percent response, % at 10 µM; 290,000 tested, 0.35% active; AID 1530, 2009; in the data active means percent response above about 24%, passing the limit was not always enough; further: inactives centre near 1; some results filed as inactive read as strong as hits
CRFBP-R2 agonist: agonists of CRF-BP/CRF-R2 complex, primary screen, cell-based, HEK293, calcium dye fluorescence, uHTS; calcium dye fluorescence (FLIPR); percent of saturating CRF peptide response; activation, % at 13.2 µM; 350,000 tested, 0.46% active; AID 588473, 2011;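 active means activation of at least 50%, plus an integration ratio under a set limit after plate pattern correction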;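 further: plate controls were neutral control wells without compound for no effect and CRF at EC100 for full effect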
CRFR2-BP antag: antagonists of CRF-BP/CRF-R2 complex, primary screen, cell-based, HEK293, calcium dye fluorescence, uHTS; inhibition, % at 11.8 µM; CRF-induced calcium fluorescence; 350,000 tested, 0.59% active; AID 588475, 2011;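 active means inhibition of the ligand-induced calcium signal above about 50% at the single tested concentration, limit read from the data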
UBC9 SUMO inh: inhibitors of in vitro SUMOylation cascade, primary screen, biochemical, HTRF, uHTS; AID 2006, 2009; 290,000 tested, 0.36% active; HTRF SUMOylation assay, SAE1/SAE2 + UBC9; SUMO-conjugating enzyme UBC9 (Homo sapiens), P63279; inhibition, % at 35 µM; in the data active means inhibition above about 50%, passing the limit was not always enough; further: strong numbers were not always called active
GalR3 antag: GalR3 antagonists in HEK293 cells, primary screen, cell-based, fluorescence readout; HEK293 GalR3-CNG cAMP membrane potential fluorescence; galR3 body fused to GalR1 C-terminus; inhibition, % at 3 µM; Galanin receptor type 3 (Homo sapiens), O60755; 360,000 tested, 0.44% active;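 active means inhibition above the screen-wide average plus 3 SD, cut at about 13% in these data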;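 further: forskolin and galanin both at EC90 stimulate the cells; cAMP rise reported by CNG channel membrane potential dye signal; 0% = forskolin plus galanin with DMSO and 100% = forskolin alone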
Target sequence (O60755 1-299 limits assumed): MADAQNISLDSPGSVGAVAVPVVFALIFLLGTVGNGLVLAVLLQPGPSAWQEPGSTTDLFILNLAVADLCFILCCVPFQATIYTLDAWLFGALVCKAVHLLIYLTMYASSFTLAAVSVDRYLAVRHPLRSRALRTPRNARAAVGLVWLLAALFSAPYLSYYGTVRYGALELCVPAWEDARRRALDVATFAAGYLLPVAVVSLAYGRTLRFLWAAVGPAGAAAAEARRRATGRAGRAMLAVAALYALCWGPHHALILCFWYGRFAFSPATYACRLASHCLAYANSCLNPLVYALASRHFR
MEKK3 PB1 HTS: modulators of MEKK3-MEK5 PB1 binding, primary screen, biochemical, wildtype MEKK3, multiplex bead flow cytometry, Alexa488-MEK5; 290,000 tested, 1.4% active; bead-based flow cytometry, Alexa488-MEK5 binding to MEKK3; actives lie on both sides; 0 = blocked by unlabeled MEK5, 100 = vehicle; binding response (% of control), % at 10 µM; Mitogen-activated protein kinase kinase kinase 3 (Homo sapiens), Q99759;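 active means binding response more than 3 SD above or below the average of its plate-row segment, actives on both sides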;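 further: Alexa488 bead fluorescence after subtracting the streptavidin-only scavenger bead signal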
Target sequence (Q99759 whole entry, looked up): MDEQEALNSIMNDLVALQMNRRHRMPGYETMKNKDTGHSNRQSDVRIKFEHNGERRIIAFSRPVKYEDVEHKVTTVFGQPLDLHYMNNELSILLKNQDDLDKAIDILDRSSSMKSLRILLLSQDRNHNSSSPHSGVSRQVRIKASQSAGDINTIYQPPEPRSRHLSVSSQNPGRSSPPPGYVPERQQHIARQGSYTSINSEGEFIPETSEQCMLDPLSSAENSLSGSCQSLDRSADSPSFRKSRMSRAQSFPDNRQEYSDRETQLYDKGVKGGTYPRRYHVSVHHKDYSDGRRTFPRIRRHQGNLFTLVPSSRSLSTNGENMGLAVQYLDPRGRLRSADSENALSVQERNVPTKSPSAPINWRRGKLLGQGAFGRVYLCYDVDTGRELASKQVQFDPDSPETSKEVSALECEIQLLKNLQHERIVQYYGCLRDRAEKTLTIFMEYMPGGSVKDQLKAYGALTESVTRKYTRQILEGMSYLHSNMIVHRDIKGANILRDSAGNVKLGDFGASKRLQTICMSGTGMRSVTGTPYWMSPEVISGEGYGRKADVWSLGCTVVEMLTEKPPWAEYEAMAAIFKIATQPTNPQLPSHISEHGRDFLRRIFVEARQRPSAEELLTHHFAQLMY
NS3 helicase inh: inhibitors of HCV NS3 helicase, primary screen, biochemical, Cy5 molecular beacon fluorescence; NS3 helicase DNA unwinding; Hepatitis C virus NS3 helicase; 290,000 tested, 0.56% active; AID 1800, 2009; inhibition, % at 10.9 µM;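 active means inhibition above the mean of all tested compounds plus 3 SD, set per campaign, cut at about 35% in these data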;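 further: 0% = DMSO wells and 100% = thioflavine S control wells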
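assay system = NS3 helicase fragment of HCV | buffer or medium = MOPS pH 6.5, MgCl2, DTT, Tween20, BSA | timing = 60 min unwinding reaction at 25 °C after ATP addition | signal = Cy5 beacon fluorescence read at start and 1 h | read-out basis = % inhibition of unwinding | control set = low DMSO, high thioflavine S at 110 µM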
The depositor's hits bear a star; . = not tested or not shown. An excerpt (hit frequency here may not be typical).

Every second line gives: DNA FID counter, MEKK2wt PB1 HTS, MEKK2mut PB1 HTS, CRFBP-R2 agonist, CRFR2-BP antag, UBC9 SUMO inh, GalR3 antag, MEKK3 PB1 HTS, NS3 helicase inh
- CCOC(=O)NC(=O)/C(C=Nc1ccc(Cl)cc1)=C(\C)O
→ -1, 106, -1, -0.2, 14, -2, -2, 104, 1
- CCN(CCCNC(=O)Cn1ncc2c([nH]c3ccc(C)cc32)c1=O)Cc1ccccc1
→ 5, 105, 5, -1.1, -1, 9, -1, 97, -19
- CCOC(=O)c1sc(C)c2c1NC(c1ccc(N(C)C)cc1)NC2=O (centres undefined)
→ -7, 85, -16, -1.3, -18, 47, 1, 90, -1
- CC1SC(C)C(=O)N(CC(=O)Nc2ccc([N+](=O)[O-])cc2)C1=O (centres undefined)
→ 16, 99, -1, -1.2, -4, -39, -2, 98, -4
- CC(C)CC(NS(=O)(=O)c1ccc2c(c1)oc(=O)n2C)C(=O)N1CC=C(c2ccccc2)CC1 (centres undefined)
→ -19, 108, 2, -1.0, -1, 15, 0, 109, -9
- Cc1nn(C2CCS(=O)(=O)C2)c(Cl)c1/C=C/C(=O)OCC(=O)c1c[nH]c2ccccc12 (centres undefined)
→ -19, 95, -3, -1.6, -13, -6, -6, 94, -1
- CCCCC(=O)NC(c1ccccc1Cl)c1ccc2cccnc2c1O (centres undefined)
→ -26, 103, 1, -0.4, 1, ., -9, 102, -5
- COc1ccc(CCNC(=O)CSc2nnc(Cn3c(=O)sc4ccccc43)n2C)cc1OC
→ -13, 112, 7, -2.6, 10, 9, ., 106, -4
- COc1ccc(-n2c3c(cc(C(=O)NNc4ccccc4C)c2=O)C(=O)CC(C)(C)C3)cc1
→ -1, 101, 3, 0.8, 4, 5, -1, 101, -1
- Cn1cc(Br)c(C(=O)NN2C(=O)C3C4C=CC(C5CC45)C3C2=O)n1 (centres undefined)
→ -3, 104, 4, -1.3, 9, 16, 3, 101, -2
- COc1ccc(Cl)cc1S(=O)(=O)Nc1ccc2c(c1)n(C)c(=O)n2C
→ -19, 96, 1, 0.7, 3, 9, -1, 96, 0
- O=C1CC(N2CCC(C(=O)N3CCCCC3)CC2)C(=O)N1 (centres undefined)
→ -3, 98, -11, -0.5, -4, 4, 2, 94, 6
- O=c1ccc(NS(=O)(=O)c2ccccc2Cl)cn1Cc1ccc(Cl)c(Cl)c1
→ -24, 101, 2, 0.4, -10, 17, -3, 100, -12
- Cc1cc(NC(=O)C(C)C)ncc1NC(=O)Cc1ccccc1
→ 4, 107, 3, 1.9, -3, 6, -5, 104, -2
- COCCNC(=O)c1ccc(CS(=O)(=O)c2ccc(C)cc2)o1
→ 0, 102, -4, 3.2, -25, 5, -3, 100, 5
- Cc1c(C(=O)N2CCOCC2)sc2ncn(CC(=O)N3CCC(C)CC3)c(=O)c12
→ -6, 102, 9, -1.4, -3, 14, ., 98, -4
- O=c1c2c(nc3n1CCCCC3)-c1ccccc1CC21CCCCC1
→ -2, 96, 3, 2.6, -30, -9, -9, 97, 2
- CCOC(=O)c1c(-c2ccccc2)csc1NC(=S)NC
→ -6, 104, 0, 5.5, -59, -13, -1, 101, 3
- Cc1ccc(NC(=O)C2CCC(=O)N2C(=O)OCc2ccccc2)cc1 (centres undefined)
→ -10, 97, -2, -0.8, 0, 5, -11, 101, 3
- O=S(=O)(c1ccc(Br)s1)n1cccn1
→ 2, 94, -2, -0.7, 2, 4, -2, 96, 13

Individual results from the list:
O=c1c2c(nc3n1CCCCC3)-c1ccccc1CC21CCCCC1 | MEKK2wt PB1 HTS: 96
COc1ccc(-n2c3c(cc(C(=O)NNc4ccccc4C)c2=O)C(=O)CC(C)(C)C3)cc1 | NS3 helicase inh: -1

The results go on.
Every second line gives: DNA FID counter, MEKK2wt PB1 HTS, MEKK2mut PB1 HTS, CRFBP-R2 agonist, CRFR2-BP antag, UBC9 SUMO inh, GalR3 antag, MEKK3 PB1 HTS, NS3 helicase inh
- O=C(Nc1ccon1)c1sc2ccccc2c1Cl
→ -3, 84, -2, -1.7, -78, 2, -5, 76, -7
- O=C(Nc1ccc(C(F)(F)F)cc1)C1CCN(c2cnccn2)CC1
→ -2, 98, 3, -0.1, -4, -3, -2, 103, 3
- O=[N+]([O-])c1ccc(O)c(/C=N/Nc2ccccc2Cl)c1
→ -2, 114, 8, 29, -3, 14, -3, 123, 7
- COC(=O)c1c(NC(=O)CSc2ccccc2N)sc(C)c1C
→ -10, 101, 3, 0.2, -13, -10, -2, 102, 0
- COc1cc(C(=O)N/N=C/c2cccc(Oc3ccccc3)c2)ccc1O
→ -27, 99, 2, 0.2, -5, -15, -2, 98, -3
- S=C(NCCCc1ccccc1)NC1CCCCC1
→ -20, 108, 5, -3.0, 22, 6, 2, 104, -3
- Cc1ccc(C(=O)NCC(=O)NCCCc2ccccc2)cc1
→ -8, 99, -2, -0.1, 18, 18, -7, 103, -1
- CCc1ccccc1N(CC(=O)O)S(C)(=O)=O
→ 3, 104, 0, -0.9, -3, -1, -1, 103, -8
- CCOC(=O)C(Oc1ccc2c(-c3ccc(OC)cc3)cc(=O)oc2c1C)c1ccccc1 (centres undefined)
→ -2, 103, -1, 0.3, 17, -10, -3, 102, 1
- COc1ccc(-c2c(C(F)(F)F)nn(C)c2NC(=O)c2cccnc2)cc1
→ -5, 101, 5, -1.8, -1, 7, -3, 104, -7
- COc1ccc(N=Nc2nc3ccc(Br)cc3n2C)cc1
→ -9, ., ., 33, -14, 8, 0, ., 5
- COc1ccc(Cl)cc1C(=O)NCCS(=O)(=O)N1CCN(c2ccccc2F)CC1
→ -29, 97, -3, 0.1, -9, -2, 2, 99, -4
- Cc1ccc2[nH]c(C(=O)N3CCN(C=O)CC3)cc2c1
→ -4, 103, 2, -0.9, 7, 29, -9, 105, 8
- CC1=Cc2ccccc2C(C#N)N1C(=O)c1ccccc1 (centres undefined)
→ 5, 95, -4, -1.7, -11, -4, -7, 91, -1
- CN(C)S(=O)(=O)c1cccc(COC(=O)c2cnccn2)c1
→ -3, 103, 9, -0.2, -6, -5, -7, 102, 9
- COC(=O)c1ccc(NC(=O)Nc2ccc(F)cc2F)cc1
→ -1, 105, 3, 2.0, -5, 0, -6, 106, 9
- CN(C(=O)CSc1nnc(-c2ccncc2)n1-c1ccccc1)C1CCS(=O)(=O)C1 (centres undefined)
→ -17, 105, 7, -0.9, 11, 13, -5, 105, 6
- COc1ccc(CNC(=O)CCn2cccc2)cc1
→ -4, ., ., 3.9, -2, 16, -5, ., 1
- O=C(Nc1nc(-c2ccccn2)cs1)c1ccc(S(=O)(=O)N2CCCCC2)cc1
→ -23, 103, 0, ., ., -127, ., 110, -10
- CCOc1ccc(-c2cc(C(=O)NN)[nH]n2)cc1
→ -5, 92, 1, 1.4, -11, -4, 5, 95, 3

(more compounds)
Every second line gives: DNA FID counter, MEKK2wt PB1 HTS, MEKK2mut PB1 HTS, CRFBP-R2 agonist, CRFR2-BP antag, UBC9 SUMO inh, GalR3 antag, MEKK3 PB1 HTS, NS3 helicase inh
- CCOC(=O)c1cc(CC)sc1NC(=O)c1ccc([N+](=O)[O-])c(N2CCOCC2)c1
→ 5, 103, 1, -1.9, 5, 8, -1, 103, 0
- CCOc1ccc(C2=Nn3c(nnc3-c3cccnc3)SC2)cc1
→ -16, 97, -5, 1.3, -13, 6, 5, 98, 5
- CCOC(=O)CSc1[nH]c2cc(OC)ccc2c1[N+](=O)[O-]
→ 6, 96, -8, -0.2, -9, -1, -6, 99, -9
- CSc1nc(-c2ccccc2)nn1C(=O)c1ccc(Cl)cc1
→ -1, 108, 7, 4.0, -7, 12, -1, 112, 6
- O=C(COc1ccccc1[N+](=O)[O-])N1CCN(C(=O)c2ccco2)CC1
→ -2, 101, 7, -0.6, 2, 3, -4, 100, 4
- CC(=O)OCc1cc(-c2nc3ccccc3[nH]c2=O)nn1-c1ccc(Cl)cc1
→ -13, 95, 4, 1.0, 1, 22, -9, 103, -1
- Clc1ccc(NCc2ccsc2)cc1
→ 6, 104, 0, ., ., -11, ., 103, 3
- C=CCN(CC=C)CC(O)Cn1c2ccccc2c2ccccc21 (centres undefined)
→ 28, 96, 7, -0.6, -27, -34, -10, 103, -55
- Fc1cccc(Cl)c1C1Nc2cccc3cccc(c23)N1
→ -14, 100, -1, -1.5, 6, 56, -1, 101, 45*
- CCCCSc1nnc(-c2ccccc2N)c(=O)[nH]1
→ -1, 96, -1, -1.1, 11, -3, -5, 97, -2
- CC1CN(Cc2nc3c(c(=O)n(C)c(=O)n3C)n2CCc2ccccc2)CC(C)O1 (centres undefined)
→ -10, 109, 12, 1.3, -24, ., 4, 108, -2
- Cc1ccc(N2C(=N)/C(=C3/Nc4ccccc4S3)C(c3ccccc3)C2=O)cc1 (centres undefined)
→ -25, 101, 2, 1.5, -9, 7, -2, 100, 10
- Cc1cc(C)cc(OCC(=O)OCC(=O)c2ccc3c(c2)NC(=O)CO3)c1
→ -7, 102, 3, 3.6, -12, 18, -6, 100, 0
- CCCn1nnnc1SCC(=O)N(C(C)C)C(C)C
→ -1, 103, 4, -1.3, -1, -3, 2, 103, -14
- CC(C)c1ccc(NC2CCCN(C(=O)CCCn3cncn3)C2)cc1 (centres undefined)
→ -27, 99, -4, 0.1, -12, 5, 1, 99, -4
- COC(=O)c1ccc(CN2C(=O)NC(Cc3c[nH]c4ccccc34)C2=O)cc1 (centres undefined)
→ -10, 100, 3, 0.1, 16, 6, -8, 100, -6
- COc1ccc(C(=O)Nc2ccc(NC(=O)c3cccs3)cc2)cc1[N+](=O)[O-]
→ 4, 125, 28, 0.0, 1, 18, -5, 107, -5
- Cc1cc(-c2csc(N)n2)c(C)n1-c1ccc(Cl)c(Cl)c1
→ -3, 109, 1, 23, -4, 9, -3, 153*, 25
